SRC3 inh = inhibits human SRC3 coactivator; inhibition, % at 3.6 µM; Q9Y6Q9; HEK293 GAL4-SRC3 luciferase reporter, luminescence; 360,000 compounds, 0.17% hits;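 active = inhibition above a per-campaign cutoff, the mean of all compounds plus 3 SD, cut at about 60% in these data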;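 note: 0% = DMSO-treated cells and 100% = gossypol-treated cells at 36 µM; higher means less SRC3-driven luciferase light from the GAL4 reporter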
TLR9-MyD88 block = inhibitors of human TLR9-MyD88 binding; Q9NR96+Q99836; CHO BLA complementation TLR9-MyD88, CCF4 FRET ratio; inhibition, % at 4.98 µM; 340,000 compounds, 0.21% hits;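 active = inhibition above the mean over all tested compounds plus 3 SD, cut at about 21% in these data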;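 note: 0% = DMSO only wells and 100% = clavulanate BLA inhibitor control wells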
NCOA1 inh = inhibitors of human steroid receptor coactivator 1 (SRC1); HEK293 GAL4-SRC1 luciferase reporter, luminescence; inhibition, % at 3.6 µM; Q15788; 360,000 compounds, 0.12% hits;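 active = inhibition above the campaign mean plus 3 SD, with each screening campaign given its own cutoff, cut at about 60% in these data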;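 note: 0% = DMSO treated cells and 100% = gossypol at 36 µM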
LRH-1 inv ag = NR5A2 inverse agonism in reporter assay. inhibition, % at 3.6 µM. HEK293T StAR-luciferase reporter, LRH-1 transfected, 24 h. 360,000 compounds, 0.13% hits. AID 602396;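 active = inhibition above the mean inhibition of all tested compounds plus 3 SD, cut at about 73% in these data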;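 note: 0% = DMSO wells and 100% = reporter-only cells lacking LRH-1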
NOD2-RIPK2 inh = inhibitors of human NOD2-RIPK2 interaction; O43353; CHO BLA complementation NOD2-RIPK2, CCF4 ratio; inhibition, % at 4.98 µM; 360,000 compounds, 0.38% hits; in the data active = inhibition above about 21%;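 note: 0% = vehicle only and 100% = reference blocker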
Target sequence (O43353 whole entry, looked up): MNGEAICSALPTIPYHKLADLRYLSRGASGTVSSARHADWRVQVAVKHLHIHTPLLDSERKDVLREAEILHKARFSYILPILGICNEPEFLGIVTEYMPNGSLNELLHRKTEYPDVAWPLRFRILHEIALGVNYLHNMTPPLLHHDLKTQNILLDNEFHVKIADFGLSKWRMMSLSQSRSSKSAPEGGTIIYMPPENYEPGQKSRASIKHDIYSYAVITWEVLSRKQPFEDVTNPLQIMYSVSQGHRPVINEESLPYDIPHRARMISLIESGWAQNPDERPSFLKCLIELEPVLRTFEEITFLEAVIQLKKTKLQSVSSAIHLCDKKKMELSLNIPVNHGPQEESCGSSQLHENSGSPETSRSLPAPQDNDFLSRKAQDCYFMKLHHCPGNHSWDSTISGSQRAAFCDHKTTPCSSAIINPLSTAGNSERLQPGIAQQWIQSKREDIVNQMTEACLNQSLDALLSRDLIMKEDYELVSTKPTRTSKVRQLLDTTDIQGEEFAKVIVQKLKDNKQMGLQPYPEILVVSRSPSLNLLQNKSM
TWEAK-Fn14 inh = TWEAK-Fn14 signaling inhibition; inhibition, % at 10 µM; AID 1159606; 360,000 compounds, 2% hits; TWEAK-stimulated Fn14 reporter cells, luciferase luminescence, 8 h; in the data active = inhibition above about 50%
TROY signal inh = TROY signaling inhibition; Q293 LMP1-TROYcd NF-kB luciferase reporter, 4 h; 360,000 compounds, 0.98% hits; AID 1347056; inhibition, % at 10 µM;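 active = compounds whose plate-normalised and pattern-corrected inhibition of the luciferase reporter signal at the single screening dose is 50% or more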
SRC2 inh = human SRC2 (NCOA2) inhibition. Q15596. HEK293 GAL4-SRC2 luciferase reporter, luminescence. inhibition, % at 9 µM. 370,000 compounds, 0.17% hits;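 active = inhibition above the mean inhibition of all tested compounds plus 3 SD, set per campaign, cut at about 52% in these data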;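 note: 0% = DMSO treated cells and 100% = cells given Gossypol at 36 µM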
ABHD5 PLIN5 PPI = blocks binding of human ABHD5 to perilipin-5; Q00G26+Q8WTS1; Split G. princeps luciferase complementation, luminescence, 4 h; inhibition, % at 4 µM; 360,000 compounds, 0.78% hits;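 active = inhibition above the mean inhibition across every tested compound plus 3 SD, cut at about 22% in these data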;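 note: 0% = DMSO only wells and the 100% control is not disclosed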
COUP-TFII inh = inhibitors of human COUP-TFII (NR2F2); P24468; HEK293T NGFI-A luciferase reporter, luminescence; inhibition, % at 8.6 µM; 370,000 compounds, 0.7% hits; AID 686940;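 active = inhibition above a per-plate cutoff, mean inhibition of test wells between control levels plus 3 SD, cut at about 38% in these data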;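 note: cells cotransfected with COUP-TFII expression vector driving the NGFI-A reporter; 0% = median of COUP-TF2 test wells and 100% = reporter-only cells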
Target sequence (P24468 whole entry, looked up): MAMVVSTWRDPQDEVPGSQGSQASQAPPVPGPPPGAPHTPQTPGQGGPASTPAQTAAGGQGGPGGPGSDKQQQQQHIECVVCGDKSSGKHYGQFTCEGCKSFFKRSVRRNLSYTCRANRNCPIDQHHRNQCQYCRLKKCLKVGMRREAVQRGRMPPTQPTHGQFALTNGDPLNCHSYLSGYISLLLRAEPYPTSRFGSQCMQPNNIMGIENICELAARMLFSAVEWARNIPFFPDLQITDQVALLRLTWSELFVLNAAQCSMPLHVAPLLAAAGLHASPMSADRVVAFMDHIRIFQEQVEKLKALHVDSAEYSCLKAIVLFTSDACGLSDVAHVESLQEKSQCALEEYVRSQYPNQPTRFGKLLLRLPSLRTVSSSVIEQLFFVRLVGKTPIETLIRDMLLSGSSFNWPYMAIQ
Granule exo inh = lytic granule exocytosis inhibition; AID 651702; TALL-104 LAMP-1 surface exposure, flow cytometry; cells stimulated with thapsigargin and PMA; inhibition, % at 10 µM; 360,000 compounds, 0.66% hits;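 active = inhibition above about 55%, limit read from the data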
* hit, by the source's call; . = no result given; & = joins results of further samples. These rows are one share of the data (hit frequency here may not be typical).

SMILES	SRC3 inh	TLR9-MyD88 block	NCOA1 inh	LRH-1 inv ag	NOD2-RIPK2 inh	TWEAK-Fn14 inh	TROY signal inh	SRC2 inh	ABHD5 PLIN5 PPI	COUP-TFII inh	Granule exo inh
Cc1cc(S(=O)(=O)NCC(C)C)ccc1OCC(=O)NCC1CCCO1 (stereo unspecified)	9.6	-9.1	7.0	-17.3	2.7	19.7	7.3	2.9	-2.0	-22.8	25.8
O=[N+]([O-])c1c(NCCCO)cc(N2CCCCCC2)c2nonc12	-8.7	-5.1	-7.4	12.4	3.9	-9.9	2.8	-14.4	-7.5	-0.8	-1.7
CCCCC(=O)Nc1ccc(C(=O)Nc2ccc(S(=O)(=O)Nc3nccc(C)n3)cc2)cc1	-8.6	-10.1	-19.9	-29.1	-0.8	-16.9	-4.4	2.9	1.0	1.1	-2.0
Cc1nn(Cc2noc(C(=O)NCC3CCCO3)n2)c(C)c1Br (stereo unspecified)	-49.5	0.8	-17.2	6.5	-6.7	11.4	-14.8	4.8	-5.4	-5.9	12.7
CCN(C(=O)CN1C(=O)CN(C)C1=O)c1cccc2ccccc12	5.1	1.5	6.3	-19.9	-1.9	20.3	-5.9	0.4	3.1	-1.2	2.3
CC1(C)SC2C(NC(=O)COc3ccccc3)C(=O)N2C1C(=O)O (stereo unspecified)	0.7&-25.1	0.4&1.1	-4.0&-90.8	13.6&-4.3	-15.4&-2.2	-29.2&1.6	4.6&-1.1	-0.3&-19.3	0.7&4.4	4.6&-5.2	0.9&-1.1
Cc1cc(C)c2c(c1)/C(=N/NC(=S)Nc1ccc(F)cc1)CCC2	-20.3	-5.5	-12.0	-16.7	-4.9	-11.7	-18.6	-15.1	0.4	6.3	0.8
CCOc1ccc(S(=O)(=O)N2CCC(c3ccccc3)CC2)cc1C(=O)O	-7.8	-5.7	0.3	6.3	-4.7	12.5	-14.5	-16.4	-0.7	-14.2	9.2
O=C(N/N=C/c1ccc(C(F)(F)F)cc1)c1ccc(O)cc1	-16.4	-7.8	-21.2	-59.2	0.4	-22.1	-55.7	-54.2	1.9	-69.5	-6.0
COc1ccc(-c2cc(C(F)(F)F)nc(SCCC(=O)NCc3ccccc3)n2)cc1	9.6	3.7	-9.4	8.5	3.3	8.4	27.4	5.1	-1.3	-1.4	-2.4
CC(=O)c1ccc(S(=O)(=O)N2CCC(c3nnc(SCCN4CCCC4)n3C)CC2)cc1	9.5	-7.5	3.4	-12.2	0.7	5.2	0.4	0.4	0.9	-1.7	-4.8
O=C(O)C1CCCCC1C(=O)Nc1ccccc1F (stereo unspecified)	4.6	4.6	-11.0	6.7	-9.5	-0.1	10.7	-0.5	0.4	2.3	-3.4
CCc1cc2c3c(c1)C(C)CC(C)(C)N3C(=O)C2=O (stereo unspecified)	-4.7	2.6	-5.7	15.2	-3.6	7.1	18.3	-24.1	8.0	-1.3	5.2
O=C(Nc1ccccc1C(=O)NCCCN1CCOCC1)c1cccc([N+](=O)[O-])c1	-20.4	-0.4	-2.6	-16.4	-2.5	-10.3	-4.6	-5.8	-6.7	-9.1	-2.8
CC(=O)NC1C(c2nc3ccccc3s2)=C(c2ccccc2)C(=O)N1c1ccc(C)cc1 (stereo unspecified)	-25.3	-11.2	-10.3	8.2	-0.8	-15.1	-64.2	-6.5	4.0	11.2	-0.9
O=S(=O)(c1ccccc1)n1ccc2cccnc21	14.0	-9.0	-1.2	-1.3	2.9	-1.0	3.0	-9.7	0.0	5.0	-0.2
COc1ccc(-c2nc(-c3ccncc3)no2)cc1OC	-45.2	-10.7	-62.0	-82.3	-8.5	0.0	-12.5	-66.4	5.6	-42.3	2.4
C#Cc1cccc(-n2nnc(C(=O)OC)c2-c2ccccc2)c1	-17.8	-13.0	-4.4	-14.0	-2.4	4.0	2.0	12.5	-3.9	19.8	0.5
Cc1cc(Nc2ccccc2)nc(N2CCOCC2)n1	-13.1	3.3	-24.0	-25.3	2.2	-7.1	-15.2	-20.9	6.4	-2.5	3.9
COc1cccc(CN(C)C(=O)c2ccc(NC(=O)CC3SC(N4CCCC4)=NC3=O)cc2)c1OC (stereo unspecified)	-11.8	1.2	-0.1	11.6	-7.1	-0.8	-2.8	-13.2	-0.2	6.3	4.4
N=c1c2c(-c3ccccc3)c(-c3ccccc3)n(Cc3ccccc3)c2ncn1CCO	69.3*	-7.5	52.3	49.6	1.0	-34.6	9.6	-51.8	8.1	14.6	14.5
CCOC(=O)N1CCC(N2Cc3cccc(C(=O)N4CCN(C5CCCCC5)CC4)c3C2=O)CC1	-0.1	-19.4	-36.2	7.7	3.2	-0.3	-9.2	0.5	4.5	5.6	-0.1
CCCSc1nc2c(c(=O)[nH]c(=O)n2C)n1CC(O)COc1ccccc1 (stereo unspecified)	9.0	1.8	-4.2	-2.2	4.1	-11.0	10.1	-16.1	1.7	-3.2	-1.9
COc1ccc(Cl)cc1NC(=S)Nc1ccccc1F	-3.7	-0.8	-17.5	-13.5	-1.5	12.7	-5.2	-1.4	-6.0	-14.9	-4.0
CS(=O)(=O)n1nc(-c2ccco2)nc1N	9.9	-12.1	-34.4	-5.6	-6.2	5.0	15.6	7.8	-0.6	20.1	6.1
CCOC(=O)CN1NC2(CCCCC2)NC1=S	7.7	-0.1	8.2	1.2	-0.7	0.2	-2.5	16.2	-9.9	3.2	-3.0
OCCC1CN(Cc2cnc(N3CCOCC3)s2)CCN1C1CCCC1 (stereo unspecified)	0.4	12.6	-9.8	3.0	0.2	22.4	-6.8	22.6	-2.6	-2.8	-1.0
c1ccc(COC2CCCN(Cc3nc(-c4cnccn4)no3)C2)nc1 (stereo unspecified)	19.6	-4.6	12.3	3.0	2.9	-8.5	-1.6	-15.1	-1.6	-6.0	3.2
O=C(c1cccc(C(F)(F)F)c1)C1CCCN(C(=O)CN2CCOC2=O)C1 (stereo unspecified)	-9.9	-14.4	-39.5	-1.8	3.5	-6.5	-7.3	-28.8	4.9	-23.9	-1.0
C=CCC1CCCCC12NC(=O)NC2=O (stereo unspecified)	-2.9	-1.9	5.9	-2.9	4.3	-4.6	3.0	0.5	2.1	15.5	0.0
Cc1ccc(C(=O)c2cc([N+](=O)[O-])ccc2N2CCOCC2)c(C)c1	-39.0	3.8	-8.7	10.2	15.6	-64.9	16.5	7.0	2.9	-72.1	10.2
CCOC(=O)C1(C)CCN1C(=O)c1cccc(C#N)c1 (stereo unspecified)	3.0	.	-14.2	14.4	-0.6	18.6	-2.1	-0.6	6.9	-7.1	4.1
CCN(CC)C(=O)Cn1c(=O)n(CC(=O)N2CCCCC2)c(=O)c2sccc21	5.1	-6.8	0.2	-4.0	-0.9	-0.6	16.5	-27.8	-1.1	-9.1	0.1
COc1ccc(CN2CCN(C(=O)c3cccc(OC)c3OC)CC2)cc1OC	13.7	-2.2	1.7	-13.5	-5.4	-2.4	13.9	-6.4	2.1	-3.2	-1.6
Cc1cc(F)ccc1S(=O)(=O)N1CCCOC1CNC(=O)C(=O)NCc1ccncc1 (stereo unspecified)	-19.4	-10.3	7.5	-4.8	-6.4	-9.1	4.4	-0.8	6.4	-4.2	13.7
CCOC(=O)c1ccc2c(c1)nc(C1CCN(S(=O)(=O)c3cccs3)CC1)n2CC	11.6	-1.9	1.6	36.4	-2.6	3.0	18.3	-23.9	5.7	16.7	-5.7
CCOc1ccc(C(=S)N2CCCC2)cc1	-9.7	2.5	-6.8	1.6	-1.0	-1.0	-9.8	-56.7	-3.4	-5.9	-3.4
O=C(Nc1ccc(N2CCCCC2)cc1)c1ccccc1	-54.0	4.1	-104.5	-167.8	-5.8	20.7	18.3	-27.6	-0.8	-31.4	0.0
COc1ccc(C)cc1S(=O)(=O)NCCN1CCOCC1	4.6	-11.1	-38.7	-2.8	-2.6	16.1	15.8	17.5	-7.6	-9.5	9.0
COc1ccc(/C(C)=N/NC(=O)CNC(=O)c2ccncc2)c(OC)c1	16.8	-7.8	-7.2	6.5	7.8	3.1	-23.6	0.0	-1.4	5.3	-3.0
S=C(NCCc1ccc(Cl)cc1)NCc1ccco1	5.4	-0.5	-3.9	15.1	-4.6	18.0	-7.2	3.6	6.4	3.3	2.1
S=C(Nc1ccccc1)N1CCCCCCC1	12.3	6.0	-4.8	-13.1	-0.6	-16.2	-8.8	-11.2	2.0	-7.3	-0.5
COc1ccc(CC(N)c2csc(Nc3nncc4ccccc34)n2)cc1 (stereo unspecified)	7.4	.	6.1	-3.7	19.2	1.7	-11.1	-16.0	7.9	3.6	25.3
O=C1NC(=O)/C(=C/c2ccco2)N1	4.3	-4.8	-7.3	-21.6	3.7	6.1	5.2	-12.5	3.8	3.7	-5.0
O=C(CCc1ccccc1)NC1CCCc2ccccc21 (stereo unspecified)	-7.7	-8.6	11.9	3.5	-1.3	-7.3	-37.3	-4.8	-0.5	-32.3	1.8
Cc1ccnc(NC(c2ccsc2)c2ccc3ccc(C)nc3c2O)c1 (stereo unspecified)	-4.2	8.8	-4.7	-3.6	-0.4	6.2	-25.1	6.6	11.9	10.4	5.1
CC(C)(C)NC(=O)C(c1ccccc1)N(C(=O)c1csnn1)C1CC1 (stereo unspecified)	0.0	0.3	-2.0	-6.5	7.7	2.4	9.0	-6.1	5.4	-0.4	2.7
O=C1c2ccccc2C(=O)N1CCCCN(C(=O)c1ccco1)c1ccc(Cl)cc1	-5.2	-14.0	-8.8	-26.8	3.2	-19.9	4.3	-1.2	3.5	21.2	-5.4
OCCC1CN(Cc2ccc3nsnc3c2)CCN1C1CCCC1 (stereo unspecified)	5.7	7.4	22.2	2.4	-3.3	-5.6	-1.3	10.2	-1.1	7.3	1.9
CC(C)CC(=O)Nc1c2c(nn1-c1ccc(F)cc1)CS(=O)(=O)C2	9.5	5.5	-14.7	-6.0	-1.2	2.5	3.9	-22.2	1.7	-2.7	-0.9
O=C(C1=C(O)C(=O)N(CCN2CCOCC2)C1c1ccc(F)cc1)c1cc2ccccc2o1 (stereo unspecified)	-24.7	5.9	9.1	-7.1	-8.1	-6.6	-10.1	-5.8	-2.0	-13.3	-4.2
Cc1sc2c(=O)n3c(nc2c1C(=O)NCCCN1CCOCC1)CCCCC3	10.4	-5.6	-6.7	2.5	0.6	1.9	18.6	8.7	-1.0	0.3	-2.1

Among those listed so far, these contain two or more sulfur atoms.
SMILES	SRC3 inh	TLR9-MyD88 block	NCOA1 inh	LRH-1 inv ag	NOD2-RIPK2 inh	TWEAK-Fn14 inh	TROY signal inh	SRC2 inh	ABHD5 PLIN5 PPI	COUP-TFII inh	Granule exo inh
CC(=O)c1ccc(S(=O)(=O)N2CCC(c3nnc(SCCN4CCCC4)n3C)CC2)cc1	9.5	-7.5	3.4	-12.2	0.7	5.2	0.4	0.4	0.9	-1.7	-4.8
CCOC(=O)c1ccc2c(c1)nc(C1CCN(S(=O)(=O)c3cccs3)CC1)n2CC	11.6	-1.9	1.6	36.4	-2.6	3.0	18.3	-23.9	5.7	16.7	-5.7

High-throughput results as filed in PubChem.
